Screening results (PubChem BioAssay)
TDP1 inh: TDP1 (human) enzyme inhibition | AID 485290 | Potency, µM (titrated, usually from 130 µM), for inactives: at the top dose activity change, negative = inhibition, most hits filed as inhibitors | 350,000 compounds, 0.28% hits | Q9NUW8 | recombinant TDP1, AlphaScreen DNA substrate cleavage; also: nearly all actives have a fitted effect of over 40% in size
Target sequence (Q9NUW8 whole entry, looked up): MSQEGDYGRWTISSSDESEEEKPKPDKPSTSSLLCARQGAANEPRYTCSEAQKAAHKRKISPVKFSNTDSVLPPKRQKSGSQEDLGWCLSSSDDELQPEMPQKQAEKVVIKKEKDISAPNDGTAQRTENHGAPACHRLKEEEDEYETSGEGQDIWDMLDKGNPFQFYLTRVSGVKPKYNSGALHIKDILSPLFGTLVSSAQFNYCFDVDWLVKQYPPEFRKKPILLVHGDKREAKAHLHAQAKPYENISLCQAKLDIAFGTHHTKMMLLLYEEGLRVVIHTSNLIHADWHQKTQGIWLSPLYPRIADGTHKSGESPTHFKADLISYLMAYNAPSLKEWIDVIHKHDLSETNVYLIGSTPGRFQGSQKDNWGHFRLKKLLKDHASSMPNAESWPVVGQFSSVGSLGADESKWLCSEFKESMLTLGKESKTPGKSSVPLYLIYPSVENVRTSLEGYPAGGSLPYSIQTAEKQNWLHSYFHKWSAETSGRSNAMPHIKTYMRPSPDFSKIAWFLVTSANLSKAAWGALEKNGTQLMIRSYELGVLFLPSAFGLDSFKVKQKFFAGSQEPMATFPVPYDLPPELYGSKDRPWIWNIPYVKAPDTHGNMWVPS
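Steps: enzyme plus compound, 15 min RT; add biotin/phosphotyrosine-FITC oligonucleotide (15 nM final), react 5 min; add donor/acceptor beads (10 ug/ml final), 10 min; read AlphaScreen. Tdp1 at 1 nM final.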
N370S GC mod: inhibitors or activators of N370S glucocerebrosidase for Gaucher disease | P04062 | N370S GC spleen homogenate, 4MU-glucoside fluorescence | Potency, µM (highest dose often 59.4 µM), without a hit: at the top dose activity change, negative = inhibition, usual class: inhibitors | 330,000 compounds, 0.092% hits | AID 2101;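 also: 0% = full enzyme activity and -100% = no enzyme basal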
FEN1 inhibitor: human FEN1 inhibition; P39748; Potency, µM (titrated, usually from 114 µM), for the others: top-dose activity change, negative = inhibition, actives largely listed as inhibitors; 390,000 compounds, 0.35% hits; Recombinant FEN1 flap cleavage, fluorescence, 15 min; AID 588795; also: nearly all actives have a fitted effect of over 65% in size
Target sequence (P39748 whole entry, looked up): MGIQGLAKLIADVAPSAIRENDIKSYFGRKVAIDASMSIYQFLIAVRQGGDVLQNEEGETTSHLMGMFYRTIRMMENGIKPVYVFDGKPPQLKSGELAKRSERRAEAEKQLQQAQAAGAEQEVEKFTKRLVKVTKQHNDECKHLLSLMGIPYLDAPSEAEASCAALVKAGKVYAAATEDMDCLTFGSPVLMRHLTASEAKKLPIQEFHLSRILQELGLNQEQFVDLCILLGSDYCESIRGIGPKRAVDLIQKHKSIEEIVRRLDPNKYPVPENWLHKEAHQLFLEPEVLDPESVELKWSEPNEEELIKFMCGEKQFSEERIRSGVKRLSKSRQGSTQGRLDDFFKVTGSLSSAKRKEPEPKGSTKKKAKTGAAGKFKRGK
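Steps: FEN1 (10 nM) dispensed; compound added by pin tool; 15 min at room temperature; substrate added to 50 nM final; reads at 0 min and 15 min; data normalized and fitted (four-parameter Hill).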
Numbers without * were called inactive; ? = inconclusive; / = not tested or not shown; & = joins results of further samples; [ ] = remark or other dose. Calls follow the shape of the dose curve; as a rule, active = well fitted curve in the direction sought with a large enough effect; inconclusive = small, poorly fitted or top-dose-only effect, or another doubt; inactive = no such curve, though single readings can be large; an effect the other way counts as inactive or inconclusive. Unless noted, % is scaled to controls: 0 for no effect and ±100 for the full control effect; potency is read from the fitted curve at half-maximal effect.

[1] CCOC(=O)c1cccc(NC(=O)C(CC(C)C)N2Cc3ccccc3C2=O)c1 (stereo not given)
[2] COC(=O)[C@H](Cc1ccccc1)NC(=O)O[C@H]1C(=O)c2cc(OC)ccc2O[C@@H]1c1ccc(OC)c(Br)c1
[3] CSc1sc(C(=O)NC(=O)NCc2ccncc2)c(C)c1-c1ccon1
[4] c1ccc(N2CCN(c3nc(-c4ccccn4)nc4ccccc34)CC2)cc1
[5] O=C(CN(c1ccccc1)S(=O)(=O)c1ccccc1)NCCSc1ccccn1
[6] O=C(Cc1cccc2ccccc12)Nc1ccc2c(c1)C(=O)NC2=O
[7] CC(C)Cn1c(CN(C)Cc2ccccc2)nc2c1c(=O)n(C)c(=O)n2C
[8] CCCOC(=O)c1ccc(Cl)c(NC(=O)c2ccc(-c3ccccc3)cc2)c1

assay / compound,1,2,3,4,5,6,7,8
TDP1 inh,4%,7%&7%,-9%,11%,8%,1%,3%,6%
N370S GC mod,/,6%&2%,-5%,-13%,15%,11%,-13%,8%
FEN1 inhibitor,-17%,/,-3%,-1%,-1%,4%,11%,7%

Single records, as listed above. Order of screens: TDP1 inh, N370S GC mod, FEN1 inhibitor
Listed for COC(=O)[C@H](Cc1ccccc1)NC(=O)O[C@H]1C(=O)c2cc(OC)ccc2O[C@@H]1c1ccc(OC)c(Br)c1 : 7%&7%, 6%&2%, /
Listed for O=C(CN(c1ccccc1)S(=O)(=O)c1ccccc1)NCCSc1ccccn1 : 8%, 15%, -1%
Listed for CC(C)Cn1c(CN(C)Cc2ccccc2)nc2c1c(=O)n(C)c(=O)n2C : 3%, -13%, 11%
Listed for CCOC(=O)c1cccc(NC(=O)C(CC(C)C)N2Cc3ccccc3C2=O)c1 (stereo not given) : 4%, /, -17%
Listed for c1ccc(N2CCN(c3nc(-c4ccccn4)nc4ccccc34)CC2)cc1 : 11%, -13%, -1%

Remaining list, next part:
[9] CCc1cccc2c(C(=O)CSc3nncn3C)c[nH]c12
[10] Cc1nc2sc(C(N)=O)c(N)c2c(-c2ccc(Br)cc2)c1C(=O)Nc1ccc(Cl)cc1
[11] N#C/C(=C/c1ccco1)c1nc2ccccc2s1
[12] CCCCN(C)C(=O)c1nc2ccccn2c1CNCCCn1nnc2ccccc21
[13] CCOC(=O)N1CCN(S(=O)(=O)c2ccc(C)cc2)C1
[14] CC(c1ccc(Cl)cc1)n1c(-c2ccc3ccccc3n2)n[nH]c1=S (stereo not given)
[15] Cc1cc(C)c(NS(=O)(=O)c2ccc(NC(=O)/C=C/C(=O)O)cc2)c(C)c1
[16] CCC1Sc2ccccc2N(CC(=O)NCc2ccccc2OC)C1=O (stereo not given)

assay / compound,9,10,11,12,13,14,15,16
TDP1 inh,-3%,-9%,-4%,-1%,7%,6%,0%,1%
N370S GC mod,6%,/,11%,3%,9%,12%,6%,14%
FEN1 inhibitor,6%,-29%,-1%,0%,17%,-15%,/,-10%

[17] O=C(Nc1ccc(Cl)c(-c2nc3cc(Cl)ccc3o2)c1)c1cc2ccccc2o1
[18] Cn1c(=O)oc2cc(S(=O)(=O)Nc3ccc4c(c3)OCCO4)ccc21
[19] O=C(CSc1nnc(C2CC2)n1C1CC1)Nc1cccc(Br)c1
[20] Cc1ccc(N=Nc2c(C)[nH]n(-c3ccccc3)c2=O)cc1
[21] Cc1ccc(S(=O)(=O)N2CCN(CCc3ccncc3)CC2)cc1
[22] COc1ccc(C2c3c(ccc4ccccc34)Oc3ncn4nc(Cc5ccccc5)nc4c32)cc1OC (stereo not given)
[23] O=C(Nc1cccc(F)c1)NC1(C(=O)NCC2CCCO2)CCCCC1 (stereo not given)
[24] CCOc1ccc(Cc2c(Cl)nc(SC)nc2OC)cc1

assay / compound,17,18,19,20,21,22,23,24
TDP1 inh,-2%[12.3 µM],4%,0%[56.1 µM],6%,0%,5%,3%,0%
N370S GC mod,/,-9%,/,-8%,/,8%,-5%,/
FEN1 inhibitor,-15%,7%,2%,12%,2%,-4%,-3%,-16%

[25] COc1ccc(C)cc1S(=O)(=O)N(CC(=O)NCc1ccc(Cl)cc1)Cc1ccccc1
[26] O=C(CN1C(=O)NC(c2ccccc2)(c2ccccc2)C1=O)N1CCOCC1
[27] Cc1cc(C)n(-c2ccc(C(=O)OCC(=O)Nc3cc(Cl)ccc3[N+](=O)[O-])cc2)n1
[28] COc1ccc(S(=O)(=O)N(C)c2ccc(C(=O)N3CCCC3)cc2)cc1
[29] CC(C)NC(=O)[C@@H]1CSC2c3ccccc3C(=O)N21 (stereo not given in full)
[30] CCN(CC(=O)Nc1cc(S(=O)(=O)N2CCCCC2)ccc1C)Cc1ccccc1
[31] CCOc1ccc(C(=O)NNC(=O)c2cc(C)oc2C)cc1
[32] c1ccc(OCC2CCNCC2)nc1

assay / compound,25,26,27,28,29,30,31,32
TDP1 inh,-1%,-1%,3%,4%,/,-8%,6%,4%
N370S GC mod,14%,/,1%,-5%,-1%,-5%,-11%,-1%
FEN1 inhibitor,-6%,-5%,-2%,0%,-2%,-8%,-1%,-3%

[33] COc1ccc(-c2oc3ncn(CCN4CCOCC4)c(=N)c3c2-c2ccc(OC)cc2)cc1
[34] CCOc1ccccc1CNC(=O)C1CCN(Cc2cc3ccccc3n2Cc2ccccc2)CC1
[35] Cc1noc(C)c1COC(=O)c1csc2c1CCCC2
[36] COc1ccc(NC(=O)CNC(=O)c2nn(-c3ccc(OC)c(Cl)c3)c(=O)c3ccccc23)c(OC)c1
[37] CC(=O)Nc1ccc(N2C(=O)CSC2c2cccc([N+](=O)[O-])c2)cc1 (stereo not given)
[38] Cc1cccc(-c2nn3c(=O)cc(CN4CCN(C(=O)/C=C/c5ccccc5)CC4)nc3s2)c1
[39] CC(C)(C)c1ccc(C(=O)NC(=S)NCc2ccco2)cc1
[40] Cc1ccc(C(=O)N/C(=C\c2ccc(F)cc2)C(=O)NCCN2CCOCC2)cc1

assay / compound,33,34,35,36,37,38,39,40
TDP1 inh,0%,2%,/,/,0%,-3%,6%,/
N370S GC mod,-29%,/,1%,-1%,-7%,/,22%,-7%
FEN1 inhibitor,?,-2%,0%,-19%,4%,-10%,-8%,1%

Reprinted at random: 3 records from the list.
[35] Cc1noc(C)c1COC(=O)c1csc2c1CCCC2
[30] CCN(CC(=O)Nc1cc(S(=O)(=O)N2CCCCC2)ccc1C)Cc1ccccc1
[27] Cc1cc(C)n(-c2ccc(C(=O)OCC(=O)Nc3cc(Cl)ccc3[N+](=O)[O-])cc2)n1

assay / compound,35,30,27
TDP1 inh,/,-8%,3%
N370S GC mod,1%,-5%,1%
FEN1 inhibitor,0%,-8%,-2%

More records
[41] O=C(CN1C(=O)c2ccccc2S1(=O)=O)NC1CCCC1
[42] Nc1nc(Nc2ccccc2F)sc1C(=O)c1ccc(Cl)cc1
[43] CCc1ccccc1NC(=O)NCCN1CCCCC1
[44] O=C(C=C=Nc1ccccc1)C(=O)N=C=Cc1ccccc1
[45] Cc1nc(S/C(=C/c2ccc(-c3ccc(Cl)cc3)o2)C(=O)O)n[nH]1
[46] COc1ccc(/C=N\NC(=O)c2cc(O)c(O)c(O)c2)cc1CN1CCN(c2ccc(F)cc2)CC1
[47] O=[N+]([O-])c1ccc(-c2ccc(/C=N/c3c(-c4ccco4)nc4ccccn34)o2)c(Cl)c1
[48] COc1ccc(-c2sc3ccc(N4CCOCC4)cc3c2-c2ccc(O)cc2)cc1

assay / compound,41,42,43,44,45,46,47,48
TDP1 inh,3%,8%,1%,11%,3%,-1%,4%,2%
N370S GC mod,3%,/,-12%,4%,-3%,-27%,-9%,/
FEN1 inhibitor,5%,-22%,-3%,-2%,-3%,14µM*,/,4%

[49] Nc1nnc(COc2ccccc2)s1
[50] CC(NC(=O)CSc1ncccc1C(=O)O)C1CC2CCC1C2 (stereo not given)
[51] COC(=O)C1=C(C)NC(=O)NC1c1ccccc1 (stereo not given)
[52] CC[C@]1(C(=O)OC)[C@H]2C(=O)N(C)C(=O)[C@H]2[C@H]2CN=C(SCc3ccccc3)N21
[53] CSCCC(=O)NC1CCCN(CCc2ccccc2)C1 (stereo not given)
[54] COc1ccc2[nH]cc(/C=N/NS(=O)(=O)c3ccc(C)cc3)c2c1
[55] Cc1ccc2nc3c(cc(C(=O)NCCN4CCOCC4)c(=N)n3CCCN3CCOCC3)c(=O)n2c1
[56] COC(=O)C1=C(C)NC(=O)NC1c1ccc(OC(=O)c2ccco2)cc1 (stereo not given)

assay / compound,49,50,51,52,53,54,55,56
TDP1 inh,3%[56.1 µM],2%,2%,1%[56.1 µM],/,/,/,-5%
N370S GC mod,6%,9%,-16%,/,11%,2%,?,-12%
FEN1 inhibitor,-4%,18%,-13%,1%,7%,-21%,-4%,0%

[57] COc1ccccc1N(CC(=O)Nc1cc(C)on1)S(=O)(=O)c1ccc(Cl)cc1
[58] CN1CCC(NC(=O)Cc2c(F)cccc2Cl)CC1
[59] CCOC(=O)c1c(NC(=O)C2COc3ccccc3O2)sc2c1CC(C)(C)NC2(C)C (stereo not given)
[60] CCOc1ccccc1C(=O)N1CCN=C1SC
[61] Cc1ccc(C)c(NC(=O)CCN2CC(C)CC(C)C2)c1 (stereo not given)
[62] O=C1CN(C(=O)c2c(F)cccc2F)C(c2ccc(F)cc2)c2cc(Br)ccc2N1 (stereo not given)
[63] CCOC(=O)c1ccccc1Nc1cc(C)nc2nc(-c3ccco3)nn12
[64] O=S(=O)(c1ccc(-c2n[nH]c(=S)o2)cc1)N1CCCCC1

assay / compound,57,58,59,60,61,62,63,64
TDP1 inh,5%,3%,-1%,-1%,/,/,4%,/
N370S GC mod,11%,6%,14%,0%,-4%,?,/,-15%
FEN1 inhibitor,15%,5%,-3%,12%,1%,-21%,-3%,3%

[65] CN1C2=CC=CC=CC2=[N+](C)C12C([N+](=O)[O-])=CC(=[N+]([O-])[O-])C=C2[N+](=O)[O-] (stereo not given)
[66] CCCN(C(=O)c1ccco1)c1nnc(-c2ccccc2C)s1
[67] CCN1CCN(CCCNC(=O)CCC(=O)N2CC(C)Oc3ccc(C)cc32)CC1 (stereo not given)
[68] S=C1NC[C@H](Cc2cccc3ccccc23)N1CC1CCCCC1
[69] CCOC(=O)c1c(NC(=O)COC(=O)C2CCC2)sc(C(=O)N(C)C)c1C
[70] CC(C)OCCCn1c(SCC(=O)Nc2ccccc2C(F)(F)F)nc2nccnc2c1=O
[71] O=C(C1=NN[C@@H]2C(=O)N(c3ccccc3C(F)(F)F)C(=O)[C@H]12)C(c1ccccc1)c1ccccc1
[72] CC1CCN(C(=O)C(C)OC(=O)CSc2ccc([N+](=O)[O-])cc2)CC1 (stereo not given)

assay / compound,65,66,67,68,69,70,71,72
TDP1 inh,/,5%,/,7%,3%,2%,5%,4%
N370S GC mod,-1%,19%,-2%,19%,19%,-2%,?,/
FEN1 inhibitor,-14%,2%,3%,-19%,0%,0%,-22%,14%

An excerpt from above, showing only FEN1 inhibitor:
No.	mol	FEN1 inhibitor
65	CN1C2=CC=CC=CC2=[N+](C)C12C([N+](=O)[O-])=CC(=[N+]([O-])[O-])C=C2[N+](=O)[O-] (stereo not given)	-14%
67	CCN1CCN(CCCNC(=O)CCC(=O)N2CC(C)Oc3ccc(C)cc32)CC1 (stereo not given)	3%
69	CCOC(=O)c1c(NC(=O)COC(=O)C2CCC2)sc(C(=O)N(C)C)c1C	0%
66	CCCN(C(=O)c1ccco1)c1nnc(-c2ccccc2C)s1	2%

(cont.)
[73] COc1ccc(OC)c(NC(=O)c2nc(S(=O)(=O)Cc3ccccc3)ncc2Cl)c1
[74] O=C(CCN1CCN(S(=O)(=O)c2ccc(Cl)cc2)CC1)Nc1ccccc1F
[75] O=C(CCCCCn1c(=S)[nH]c2cc3c(cc2c1=O)OCO3)N1CCN(c2ccc(F)cc2)CC1
[76] CCn1nc(C)cc1C(=O)N1CCCC(C(=O)c2ccccc2SC)C1 (stereo not given)
[77] CN(C)C1(CNC(=O)COc2cccc(Cl)c2)CCCCC1
[78] CC(C)C(=O)N1CCC2(CC1)Oc1ccc(Cl)cc1C(=O)C21CC(c2cccnc2)=NO1 (stereo not given)
[79] CCOC(=O)C1CCN(C(=O)C2CCN(C3=NS(=O)(=O)C(c4ccc(C)c(C)c4)=C3C)CC2)CC1
[80] Cc1cc(C)nc(SCCS(=O)(=O)Cc2ccc(Cl)cc2)n1
[81] Cc1ccc(NC(=O)CSCC(=O)N2c3ccccc3CCc3ccccc32)cc1

assay / compound,73,74,75,76,77,78,79,80,81
TDP1 inh,7%,11%,-6%,3%,6%,4%,4%,2%,4%
N370S GC mod,1%,7%,-1%,4%,/,-5%,/,9%,8%
FEN1 inhibitor,2%,7%,-18%,18%,-3%,14%,-1%,-8%,0%
